# PLAP inhibition: PLAP enzyme inhibitors, biochemical, luminescence, HTS (AID 690); 96,000 tested, 0.08% active; purified PLAP, luminescent substrate; higher % means a stronger effect; inhibition, % at 20 µM, or IC50 in µM where a hit was titrated; in the data active means a potency from the dose series; inactive means the rest, 99 in 100 with inhibition below about 30%; further: strong numbers were not always called active
# NFkB transloc pot: enhances IL-1B driven NFkB nuclear translocation. HUVEC IL-1B NFkB p65 nuclear translocation imaging. activation, % at 2 µM. 94,000 tested, 0.3% active. AID 819;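 active means activation above 40%, about the mean plus 3 SD, also judged a hit on visual image review; inconclusive means activation above 40% but not a hit on visual review; inactive means activation not above 40% and no visual hit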;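 further: percent activation is computed from the nuclear over cytoplasmic p65 intensity ratio; values of inactives mirror those of a sister screen read the other way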
# Bcl-B displacement: displacers of TR3 peptide from Bcl-B, primary screen, selectivity assay for Bfl-1 inhibitor project, biochemical, fluorescence polarization; AID 748; FP displacement of FITC-TR3 peptide from Bcl-B; higher % means a stronger effect; displacement, % at 20 µM, or IC50 in µM where a hit was titrated; 96,000 tested, 0.11% active;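 active means displacement above 50% at 20 µM plus a fluorescence interference ratio under 1.5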;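 further: plate controls were wells without compound for no effect and wells lacking Bcl-B protein for full effect; a part of the inactive calls stands beside numbers as strong as those of hits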
# IL1B NFkB inh: blocks IL-1B driven NFkB nuclear translocation in HUVEC cells; inhibition, % at 2 µM; 94,000 tested, 0.43% active; HUVEC IL-1B NFkB p65 nuclear translocation imaging;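 active means inhibition above about 30% together with a positive call from visual inspection of the well image, limit read from the data; inconclusive means inhibition above a set limit but visual check negative; inactive means inhibition not above a set limit, visual check negative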;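 further: nuclear over cytoplasmic p65 intensity ratio measured by imaging; 0% = IL-1B stimulated DMSO wells and 100% = unstimulated DMSO wells; values of inactives mirror those of a sister screen read the other way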
# MRP reversal: MRP-mediated drug resistance reversal | H69AR cells + 2 uM doxorubicin, CellTiter-Glo, 72 h | 85,000 tested, 0.04% active | differential viability (reversal), % at 10 µM | AID 602;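 active means viability drop by adding the cancer drug above about 55%, with treated viability meeting a 40% cutoff, limit read from the data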;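 further: viability without doxorubicin minus viability with 2 µM doxorubicin for each compound; larger differential means the compound sensitizes cells more to doxorubicin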
# MRP reversal cytotoxicity: further read-out of MRP reversal, marked with its call; viability, %; H69AR cells, CellTiter-Glo, 72 h; measured here: cytotoxicity without doxorubicin
# MRP reversal with doxorubicin: also measured in MRP reversal; calls as there; viability, %; measured here: viability with 2 uM doxorubicin; hits give low values
# IL1B NFkB inh cell count 2 µM: further read-out of IL1B NFkB inh, marked with its call; cell count; measured here: cells passing quality filter;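 raw number of nuclei counted in each imaged well without normalization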
# NFkB transloc pot cell count 2 µM: also measured in NFkB transloc pot; calls as there; cell count; measured here: cells passing quality filter
# Starred values were filed as active, the others as inactive; u = inconclusive; x = not tested or not shown. These rows are one share of the data; the hit share may differ from the screen's.
SMILES	Bcl-B displacement	MRP reversal	NFkB transloc pot	NFkB transloc pot cell count 2 µM	IL1B NFkB inh	PLAP inhibition	MRP reversal with doxorubicin	IL1B NFkB inh cell count 2 µM	MRP reversal cytotoxicity
CCOC(=O)c1[nH]c2ccccc2c1NC(=O)CN(C)C	-3%	-8	-1	154	1	16%	95	154	87
CCOC(=O)Cn1c(N2CCCCCC2)nc2c1c(=O)[nH]c(=O)n2C	2%	12	-17	99	17	-4%	67	99	80
COc1ccc(C2C3=C(CC(C)(C)CC3=O)Nc3n[nH]c(C)c32)cc1 (stereo not drawn)	1%	2	x	x	x	-39%	81	x	83
O=C1CN(C(=O)c2ccco2)C(c2ccc(F)cc2)c2cc(Cl)ccc2N1 (stereo not drawn)	x	1	9	119	-9	x	55	119	56
CC1=NN(c2cccc(C(=O)O)c2)C(=O)/C1=C\C=C\c1ccco1	x	-13	9	118	-9	x	105	118	92
OC(CNCCCN1CCCCC1)COc1ccccc1 (stereo not drawn)	0%	x	3	111	-3	8%	x	111	x
CCCN1Cc2cccc(C(=O)NC3CCCC3)c2C1=O	-13%	-14	9	84	-9	13%	82	84	68
Cc1cccc(-n2ncc(C#N)c2-n2cccc2)c1	0%	x	-2	134	2	-3%	x	134	x
Oc1ccc2cccnc2c1	34%	-12	35	123	-35	27%	101	123	90
Cc1ccc(C)c(N2CCN(C(=O)C3CCN(S(=O)(=O)c4cccc5nsnc45)CC3)CC2)c1	1%	44	19	199	-19	-24%	23	199	67
Cc1cc(C(F)F)n2nc(C(=O)Nc3c(F)cc(F)cc3Br)nc2n1	-2%	13	19	93	-19	-78%	82	93	95
CC1CCN(C(=O)CNS(=O)(=O)c2ccc(Br)s2)CC1	6%	11	23	193	-22	-56%	101	193	112
COc1ccc2[nH]c(=O)c(CN(C(=O)c3cccnc3)c3ccccc3)cc2c1	2%	5	67*	193*	-67	4%	81	193	86
Cc1nc(CNS(=O)(=O)c2cc(C)c(C)cc2C)cs1	3%	-3	27	112	-27	-27%	83	112	80
CCSc1nc(=S)n(-c2ccccc2)c(C)c1C(C)=O	-16%	10	14	187	-14	10%	77	187	87

# In the list so far, 2 have bromine:
SMILES	Bcl-B displacement	MRP reversal	NFkB transloc pot	NFkB transloc pot cell count 2 µM	IL1B NFkB inh	PLAP inhibition	MRP reversal with doxorubicin	IL1B NFkB inh cell count 2 µM	MRP reversal cytotoxicity
Cc1cc(C(F)F)n2nc(C(=O)Nc3c(F)cc(F)cc3Br)nc2n1	-2%	13	19	93	-19	-78%	82	93	95
CC1CCN(C(=O)CNS(=O)(=O)c2ccc(Br)s2)CC1	6%	11	23	193	-22	-56%	101	193	112

# (next part)
SMILES	Bcl-B displacement	MRP reversal	NFkB transloc pot	NFkB transloc pot cell count 2 µM	IL1B NFkB inh	PLAP inhibition	MRP reversal with doxorubicin	IL1B NFkB inh cell count 2 µM	MRP reversal cytotoxicity
COC(=O)c1cccc(COC(=O)c2ccc(N(C)C)cc2)c1	x	-22	-3	136	3	x	92	136	70
Cc1ccc(C2CC(C(F)(F)F)n3ncc(C(N)=O)c3N2)cc1 (stereo not drawn)	1%	9	2	104	-2	5%	77	104	87
Cc1ccc(NC(=O)CN2C(=O)C3CCCCN3C(=O)c3ccccc32)cc1 (stereo not drawn)	-11%	10	1	60	-1	-3%	93	60	103
C=CCOC(=O)c1[nH]c2c(c1C)C(=O)CC(c1cc(OC)c(OC)c(OC)c1)C2 (stereo not drawn)	0%	-13	x	x	x	-8%	77	x	64
COc1ccc(S(=O)(=O)Nc2cc(C(=O)NC(C)C)ccc2N2CCOCC2)cc1	1%	-14	x	x	x	-39%	102	x	88
CCOC(=O)N1CCN(c2c(NCC3CCCO3)c(=O)c2=O)CC1 (stereo not drawn)	-2%	4	-18	143	18	12%	100	143	103
O=C(N/N=C\C=C\c1ccc2c(c1)OCO2)C1COc2cc3ccccc3cc2O1 (stereo not drawn)	4%	x	7	113	-7	3%	x	113	x
O=C(Cc1ccccc1)N/N=C\c1ccc(Br)o1	-6%	x	3	133	-3	13%	x	133	x
CCOC(=O)c1cc(C(=O)OCC)cc(-n2c(C)cc(C(=O)CN3CCOCC3)c2C)c1	-13%	3	-7	159	7	-45%	84	159	87
Cc1ccc(NC(=O)/C(=C\c2ccccc2)NC(=O)/C=C/c2ccccc2)cc1	-1%	x	-6	176	6	-1%	x	176	x
COc1ccc(OC)c(N(CC(=O)Nc2cccnc2)S(=O)(=O)c2ccc(OC)c(OC)c2)c1	0%	7	-91	14	91*	-3%	76	14*	82
CCCCn1c(-c2nonc2N)nc2ccccc21	0%	-39	12	161	-12	37%	69	161	30
O=C(CSc1nnnn1C1CCCCC1)N1c2ccccc2Sc2ccccc21	-5%	2	-4	137	4	-65%	72	137	74
O=S(=O)(c1ccccc1)c1nc(-c2cccs2)oc1NCC1CCCO1 (stereo not drawn)	2%	-3	2	170	-2	-16%	90	170	87
O=C(COc1ccccc1)N1CCN(c2ccc([N+](=O)[O-])c(N3CCCCC3)c2)CC1	2%	x	1	107	-2	-22%	x	107	x
Cc1c(C(=O)NN2CCN(C)CC2)cccc1[N+](=O)[O-]	-5%	x	-4	153	4	17%	x	153	x
N#CC(c1ccc(O)cc1)N1CCCCC1 (stereo not drawn)	-3%	-4	-7	164	7	6%	94	164	90
O=C(NC1CCCCC1)Sc1ccc(Cl)cc1	-4%	-20	25	113	-25	-8%	56	113	36
O=C(NCc1cccnc1)c1cn(CCc2ccccc2)nn1	-5%	-4	3	164	-3	-2%	107	164	103
Cc1cc(=O)oc2c(CN(CC(C)C)CC(C)C)c(O)ccc12	-5%	18	36	192	-36	7%	89	192	106
Cc1c(-c2ccccc2)nc2ccccc2c1C(=O)O	8%	-12	9	134	-9	14%	96	134	84
CN(C)c1cccc(C(=O)OCc2cc(=O)oc3cc(O)ccc23)c1	x	x	18	174	-18	-62%	x	174	x
CN(CC(=O)Nc1cccc2c1CCCC2)S(=O)(=O)c1ccc(Cl)cc1	-10%	x	-8	106	8	9%	x	106	x
Cc1cc(C)c(C#N)c(SCc2ccccc2C(=O)O)n1	-3%	-11	u	x	-45	-5%	69	135	57
O=C(CSc1ncccc1C(=O)O)c1ccc2ccccc2c1	1%	20	-6	104	6	-16%	76	104	96
CCOC(=O)c1ccc(NC(=O)CC2OCCN(CC)C2=O)cc1 (stereo not drawn)	5%	13	-5	99	5	-33%	94	99	107
CCn1c(NCc2cccc(OC)c2OC)nc2ccccc21	x	12	19	120	-19	x	79	120	91
C=CCNc1nc(N)c(C(=O)c2ccc3c(c2)OCO3)s1	2%	-39	19	133	-19	25%	67	133	29
CCOC(=O)c1ccc(NC(=O)C2CCCN(S(=O)(=O)c3ccc(F)cc3)C2)cc1 (stereo not drawn)	-2%	-12	8	181	-8	20%	31	181	20
CCc1nc(C)cn1S(=O)(=O)c1cc(OC)c(C)cc1C	-6%	10	-5	133	5	-15%	75	133	85
Oc1ccc(Br)cc1-c1cc(-c2ccccc2F)[nH]n1	-3%	-32	7	102	-8	1%	87	102	56
COc1cccc(NC(=O)CN2CCN(S(=O)(=O)c3ccc(F)cc3)CC2)c1	7%	-3	x	x	x	-44%	72	x	70
Cc1ccccc1-n1c(C)nc2ccccc21	2%	19	5	148	-5	-8%	79	148	98
NC(=O)CC1(CC(=O)O)CCCCC1	0%	7	-3	108	3	-11%	87	108	93
COc1ccc(C2=Nn3c(nnc3-c3ccccn3)SC2)cc1OC	10%	3	18	168	-18	-21%	70	168	73
CCOC(=O)C1CCCN(c2nc(C)nc3c2oc2ccccc23)C1 (stereo not drawn)	24%	10	6	134	-6	-52%	88	134	98
COc1cc(CN2CCC(C(=O)NC3CCCC3)CC2)cc(OC)c1O	-12%	2	18	102	-18	-54%	72	102	73
Cc1ccccc1CN(c1ccc(C(=O)Nc2ccccc2C(=O)NCc2ccco2)cc1)S(C)(=O)=O	-17%	7	9	80	-9	-65%	77	80	84
COc1cccc(-c2nc(CS(=O)(=O)CC(=O)N3CCc4ccccc4C3)c(C)o2)c1	1%	5	x	x	x	-42%	77	x	82
Cc1ccc(CNC(=O)C(Cc2ccccc2)NS(=O)(=O)c2ccc3c(c2)CCC(=O)N3)cc1 (stereo not drawn)	8%	x	10	197	-10	26%	x	197	x
COc1ccc(-n2nc3cc(C)c(N)c(Br)c3n2)cc1	-7%	-12	6	172	-6	-3%	72	172	60
COc1ccc(-c2noc(CSc3nc4ccccc4c(=O)n3-c3ccccc3)n2)cc1	4%	-13	-3	150	3	-16%	42	150	29
O=C1CC2(CON=C2c2ccc(F)cc2)C(=O)N1c1ccc(F)cc1 (stereo not drawn)	2%	-6	0	162	0	-12%	106	162	100
COc1cc(C(=S)N2CCCCC2)ccc1OCC(=O)N1CCCC1	7%	-17	-6	78	6	5%	109	78	92
Cc1cc(C(=O)OCC(=O)Nc2ccc(F)c(F)c2)c(C)o1	-5%	x	-19	129	19	17%	x	129	x

# Individual results from the list:
# COc1ccc(-c2noc(CSc3nc4ccccc4c(=O)n3-c3ccccc3)n2)cc1 @ NFkB transloc pot cell count 2 µM: 150
# COc1cc(CN2CCC(C(=O)NC3CCCC3)CC2)cc(OC)c1O @ PLAP inhibition: -54%
# CCCCn1c(-c2nonc2N)nc2ccccc21 @ MRP reversal: -39

# Carrying on.
SMILES	Bcl-B displacement	MRP reversal	NFkB transloc pot	NFkB transloc pot cell count 2 µM	IL1B NFkB inh	PLAP inhibition	MRP reversal with doxorubicin	IL1B NFkB inh cell count 2 µM	MRP reversal cytotoxicity
C=CCN1C(=O)C(C)(C)Nc2ccccc21	-9%	8	19	142	-19	-7%	86	142	94
C/C(=N\NC(=O)c1csc2ccccc12)c1ccc(O)cc1	14%	x	-10	125	10	-15%	x	125	x
CCCCn1c(SCC(=O)NCc2cccs2)nc2c1c(=O)n(C)c(=O)n2C	1%	11	-9	94	9	-12%	98	94	109
COc1cc(C(C(=O)NC2CCCCC2)N(Cc2cccs2)C(=O)Cc2c[nH]c3ccccc23)cc(OC)c1OC (stereo not drawn)	7%	x	13	145	-13	1%	x	145	x
CCc1nnc(NC(=O)C(C)C)s1	-2%	-6	-16	64	16	2%	96	64	90
COc1ccc(OC)c(NC(=O)Cn2cccc2)c1	-10%	18	16	148	-16	-14%	80	148	98
COc1ccc(C2C3=C(CCCC3=O)Nc3nc(SCc4ccccc4)nn32)cc1OC (stereo not drawn)	-6%	-39	-6	187	6	20%	90	187	51
Cc1ccc(-c2nnn(CC(=O)Nc3ccc4nn(-c5ccccc5)nc4c3)n2)o1	-31%	x	25	65	-25	19%	x	65	x
Cc1cccc(NC(=O)C(C)Oc2ccccc2C)n1 (stereo not drawn)	-1%	5	0	135	0	8%	87	135	93
COc1ccc(NC(=O)C2CCCN(S(=O)(=O)c3c(C)[nH]c(=O)[nH]c3=O)C2)cc1 (stereo not drawn)	-2%	x	6	171	-6	4%	x	171	x
COc1ccc(C2C3=C(CC(C)(C)CC3=O)Oc3ncn(CCCn4ccnc4)c(=N)c32)cc1 (stereo not drawn)	0%	18	3	112	-3	-22%	79	112	98
CCn1c(=O)cc(N2CCC3(CC2)OCCO3)[nH]c1=O	-4%	5	5	187	-5	16%	81	187	86
COc1cc(CCC(=O)Nc2cc(Cl)ccc2N2CCN(C)CC2)cc(OC)c1OC	27%	x	5	112	-5	-48%	x	112	x
Cn1c(=O)c2c(nc(CN3CCN(Cc4ccccc4)CC3)n2Cc2cccc(Cl)c2)n(C)c1=O	-7%	4	x	x	x	-35%	37	x	40
CC(C(=O)NCC1(c2ccccc2)CCCC1)N1CCCC1 (stereo not drawn)	6%	-15	-11	175	11	-47%	104	175	89
CCOc1ccccc1N(C(=O)c1snc(C(N)=O)c1N)C(C(=O)NCCC(C)C)c1ccco1 (stereo not drawn)	-2%	-10	12	166	-12	-47%	86	166	76
O=C1OC(N2CCN(c3ccccn3)CC2)c2ccccc21 (stereo not drawn)	-2%	-15	13	162	-13	-8%	86	162	71
